High-throughput results: PubChem BioAssay, National Center for Advancing Translational Sciences (NCATS)
USP2a block: blocks human ubiquitin-specific protease USP2a | O75604 | USP2 core, Ub-CHOP2 coupled fluorogenic reporter, 485/531 | Potency, µM (highest dose often 38.3 µM), without a hit: at the top dose activity change, negative = inhibition, most hits filed as inhibitors | hit rate 0.01% among 330,000 | AID 463254;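 also: potency is read from the fitted curve at half-maximal effect; plate controls were DMSO wells for no effect and full inhibition by NEM control for full effect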
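USP2 core (10nM final) preincubated 30min RT with compound in 20mM Tris-HCl pH 8.0, 2mM CaCl2, 2mM beta-mercaptoethanol, 0.05% CHAPS; 25nM Ub-CHOP2 plus 25nM reporter substrate added, fluorescence (Ex485/Em531) read after 60min.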
TRPV1 ag: agonists of human vanilloid receptor 1 (TRPV1); Q8NER1; activation, % at 8.33 µM; TRPV1-expressing cells, Fluo-8 calcium influx, agonist mode; hit rate 0.19% among 320,000; in the data active = activation above about 80%; inconclusive = between about 30% and that limit; also: 0% is about no effect
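TRPV1-expressing cells were cultured overnight at 35.5C and loaded with Fluo-8 calcium dye for 40 to 90 min at room temperature. After a 10 s baseline, compound was added and calcium influx was read kinetically for 3 min (ex 480/em 520 nm).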
S-ASM inh: human S-ASM enzyme inhibition; P17405; placental ASM, HMU-PC fluorogenic substrate, 60 min; Potency, µM (series often up to 57.5 µM), for the others: at the top dose activity change, negative = inhibition, actives largely listed as inhibitors; hit rate 0.006% among 340,000; AID 504937; also: potency is read from the fitted curve at half-maximal effect
Target sequence (P17405 47-631 limits assumed): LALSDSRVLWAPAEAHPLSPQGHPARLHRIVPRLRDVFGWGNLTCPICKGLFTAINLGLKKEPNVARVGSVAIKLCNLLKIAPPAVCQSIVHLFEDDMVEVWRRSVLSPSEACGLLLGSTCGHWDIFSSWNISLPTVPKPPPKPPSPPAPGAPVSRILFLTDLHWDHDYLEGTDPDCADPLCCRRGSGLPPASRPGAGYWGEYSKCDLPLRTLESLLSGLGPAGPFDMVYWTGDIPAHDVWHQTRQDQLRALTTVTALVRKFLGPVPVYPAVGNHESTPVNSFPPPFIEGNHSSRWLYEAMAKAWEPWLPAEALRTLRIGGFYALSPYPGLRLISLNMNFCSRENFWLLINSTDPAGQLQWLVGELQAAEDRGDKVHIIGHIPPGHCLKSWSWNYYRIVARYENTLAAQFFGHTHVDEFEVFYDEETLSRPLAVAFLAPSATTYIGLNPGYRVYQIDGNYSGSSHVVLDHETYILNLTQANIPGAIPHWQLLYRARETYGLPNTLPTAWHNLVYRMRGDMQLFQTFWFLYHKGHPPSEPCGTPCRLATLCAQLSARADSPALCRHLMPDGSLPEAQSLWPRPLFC
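Steps: dispense placental human ASM, pin compound, wait 10 min at room temperature, add HMU-PC0 substrate at 9 uM final, incubate 60 min at 37 °C, add stop solution raising pH to 10, read fluorescence.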
Eya2 phos inh: blocks the phosphatase activity of human Eya2; hit rate 0.006% among 330,000; AID 488837; recombinant Eya2, OMFP fluorescence dephosphorylation (OMFP is methylfluorescein phosphate); Potency, µM (highest dose often 76.9 µM), without a hit: at the highest dose activity, negative = inhibition, most hits filed as inhibitors; also: potency is read from the fitted curve at half-maximal effect; % is scaled to controls: 0 for no effect and ±100 for the full control effect
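Eya2 (0.2 uM) preincubated 10 min at ambient with compound, then OMFP substrate added at 50 uM; 10 min reaction in 50 mM HEPES pH 7.5, 50 mM NaCl, 5 uM MgCl2, 0.05% BSA, 1 mM DTT. Fluorescence read at Ex 485/Em 525 nm.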
TSG101-PTAP inh: blocks PTAP/TSG101 interaction to inhibit HIV-1 budding; Q99816; Fluorescence polarization, FITC-PTAP peptide / Tsg101 binding; Potency, µM (titrated, usually from 115 µM), for the others: at the top dose activity change, negative = inhibition, hits mostly inhibitors; 340,000 tested, under 10 active; AID 493005; active = well fitted inhibition curve with a large enough effect in the main read-out, with a control signal flat, not every such curve was filed as active; inconclusive = small, poorly fitted or top-dose-only effect, or effect the other way, or a change in a side signal; inactive = no such curve, though single readings can be large or run the other way; also: potency is read from the fitted curve at half-maximal effect; % of control where 0% means no effect
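Fluorescence anisotropy tracks displacement of a FITC-tagged PTAP peptide (50 nM) from the Tsg101 binding domain (10 uM), following a 20 min room-temperature incubation at pH 7.5.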
Integrin act MD: integrin-mediated muscular dystrophy alleviation activation; alpha7betagal myoblasts, beta-gal FDG fluorescence, 48 h; Potency, µM (series often up to 38.3 µM), for the others: at the top dose activation, actives largely listed as activators; hit rate 0.064% among 350,000; AID 624291;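 also: potency is read from the fitted curve at half-maximal effect; 100% = response of the positive control SU9516; nearly all actives have a fitted effect of over 60% in size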
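Alpha7betagal+/- myoblasts (passage 13) were plated 16-24 hr, then exposed to compounds (1:260 dilution of DMSO stock) for 48 hours at 37C. After MPER lysis, β-galactosidase reporter activity was read as FDG fluorescence (ex 480/em 540) after 30 minutes.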
ELG1 genotoxic: induces genotoxicity in HEK293T cells with luciferase-tagged ELG1; HEK293T ELG1-luciferase reporter, luminescence, 16 h; Potency, µM (doses to about 46 µM), without a hit: top-dose activity change, positive = activation, hits mostly activators; hit rate 1.3% among 330,000; AID 504466; also: potency is read from the fitted curve at half-maximal effect; % of control where 0% means no effect; nearly all actives have a fitted effect of over 60% in size
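Genotoxicity was scored as increased ELG1-luciferase reporter signal, measured by ONE-Glo luminescence (30 min, room temperature). Compound or vehicle exposure of the HEK293T reporter cells lasted 16 hr at 37°C.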
p53 reactivation: re-activators of mutant p53 | H1299 p53-A138V BP100-luciferase reporter, luminescence, 24 h | Potency, µM (titrated, usually from 92.2 µM), inactives show top-dose activity change, positive = activation, usual class: activators | AID 504706 | hit rate 0.063% among 320,000; also: potency is read from the fitted curve at half-maximal effect; % of control where 0% means no effect; nearly all actives have a fitted effect of over 45% in size
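H1299 (p53-null), stable ts p53-A138V + BP100-Luc; 1000 cells/well, Opti-MEM/10% FBS; cpd 4 pt, 1:5; 24 h, 37 deg C, 5% CO2; detection reagent 10 min RT; luminescence.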
uPA surface inh: cell surface uPA generation inhibition; cell surface uPA generation assay, qHTS; Potency, µM (doses to about 38.3 µM), without a hit: top-dose activity change, negative = inhibition, hits mostly inhibitors; hit rate 0.31% among 330,000; AID 540303; active = well fitted inhibition curve with a large enough effect; inconclusive = small, poorly fitted or top-dose-only effect; inactive = no such curve, though single readings can be large or run the other way; tested in mouse RAW 264.7 cells; also: potency is read from the fitted curve at half-maximal effect; % is scaled to controls: 0 for no effect and ±100 for the full control effect; nearly all actives have a fitted effect of over 55% in size
BRCA1 expr up: increases BRCA1 expression; hit rate 1.1% among 380,000; Potency, µM (highest dose often 46.1 µM), inactives show top-dose activation, hits mostly activators; AID 624202; MCF7-BRCA1-FFLuc reporter, luminescence, 48 h; response scale: scaled: vehicle 0%, 10 µM genistein 100%; also: potency is read from the fitted curve at half-maximal effect; nearly all actives have a fitted effect of over 80% in size; some results filed as inactive show a strong effect at the top dose
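Quantitative HTS in MCF7 cells stably reporting BRCA1 expression via firefly luciferase. Compound treatment lasts 48 h at 37 °C in phenol-red free MEM. Activation is expressed relative to genistein at 10 microM and DMSO.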
B2AR arrestin: recruits beta-arrestin to the human beta2-adrenergic receptor; beta-arrestin recruitment to beta2AR, cell-based reporter; hit rate 0.02% among 330,000; P07550; Potency, µM (highest dose often 46.1 µM), without a hit: at the top dose activation, actives largely listed as activators;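 also: potency is read from the fitted curve at half-maximal effect; 0% = DMSO controls and full agonism = EC100 isoproterenol or metaproterenol; nearly all actives have a fitted effect of over 65% in size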
Target sequence (P07550 whole entry, looked up): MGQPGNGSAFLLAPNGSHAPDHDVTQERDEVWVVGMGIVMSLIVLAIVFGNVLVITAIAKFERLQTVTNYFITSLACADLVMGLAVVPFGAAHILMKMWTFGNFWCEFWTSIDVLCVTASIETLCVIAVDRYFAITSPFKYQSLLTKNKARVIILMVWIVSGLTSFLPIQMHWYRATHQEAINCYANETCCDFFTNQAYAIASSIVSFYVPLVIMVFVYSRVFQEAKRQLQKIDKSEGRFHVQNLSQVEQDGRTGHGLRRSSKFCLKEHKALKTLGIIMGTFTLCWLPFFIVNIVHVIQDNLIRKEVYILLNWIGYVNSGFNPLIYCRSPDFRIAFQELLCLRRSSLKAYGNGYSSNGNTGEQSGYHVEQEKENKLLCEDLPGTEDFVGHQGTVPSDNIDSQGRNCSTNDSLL
* = called active by the depositor; ? = inconclusive; / = no result given; [ ] = remark or other dose. Unless noted, calls follow the shape of the dose curve; as a rule, active = well fitted curve in the direction sought with a large enough effect; inconclusive = small, poorly fitted or top-dose-only effect, or another doubt; inactive = no such curve, though single readings can be large; an effect the other way counts as inactive or inconclusive. Hits appear at their usual frequency; overall some 2.6% were active at least once.

mol	USP2a block	TRPV1 ag	S-ASM inh	Eya2 phos inh	TSG101-PTAP inh	Integrin act MD	ELG1 genotoxic	p53 reactivation	uPA surface inh	BRCA1 expr up	B2AR arrestin
Cc1c(C)n(Cc2ccccc2)c2ncnc(N)c12	-2%	1	6%	12%	-5%	-27%	-9%	-2%	3%	-40%	0.5%
Clc1ccc(Sc2ccccn2)cc1	-2%	11	1%	0%	-8%	20%	-2%	15%	17%	4%	0.2%
CCOc1ccccc1CN1CCC(n2nccc2NC(=O)C2CCCC2)CC1	4%	-10	6%	-2%	-5%	-18%	-13%	?	-1%	-7%	4.8%
CCOC(=O)C1=CN(Cc2cccc(F)c2)S(=O)(=O)N(CC)C1CCc1ccccc1 (stereo unspecified)	2%	/	-4%	1%	0%	-13%	-5%	6%	-10%	-16%	0.1%
COc1ccccc1NS(=O)(=O)c1ccc(NC(=O)Cc2cccs2)cc1	0%	9	-2%	-4%	-1%	3%	-1%	-9%	4%	-5%	?
Cc1cccc(Oc2c([N+](=O)[O-])c(=O)n(C)c3ccccc23)c1	-1%	1	-9%	6%	-6%	0%	0%	-11%	-4%	-45%	0.6%
CCOC(=O)N1CCN(C(=O)COC(=O)c2ccc(Cl)nc2)CC1	-1%	/	2%	0%	-3%	0%	-2%	-4%	5%	-14%	-0.8%
Cc1cc(C)cc(OC(=O)C23CCC(C)(C(=O)O2)C3(C)C)c1 (stereo unspecified)	0%	3	1%	-5%	-6%	-5%	1%	2%	1%	-21%	0.0%
CCc1ccc(N2CC(C(=O)N/N=C/c3ccccc3)CC2=O)cc1 (stereo unspecified)	/	/	-9%	/	-4%	10%	/	/	-6%	-19%	/
COc1cccc(CNC(=O)Cc2ccc(S(=O)(=O)N3CCOCC3)s2)c1	2%	13	1%	21%	2%	7%	1%	2%	-1%	9%	-2.6%
CCN(CCn1cccn1)C(=O)CC1C(=O)NCCN1Cc1ccc(F)c(F)c1 (stereo unspecified)	-1%	0	11%	-7%	-7%	-10%	-3%	0%	-1%	-2%	-0.7%
COc1ccc(S(=O)(=O)NCc2cc(-c3ccccc3Cl)no2)cc1	1%	1	0%	-4%	-2%	16%	-2%	-4%	-1%	-1%	-0.4%
O=c1c(-c2ccccc2Cl)coc2c(CN3CCCCC3)c(O)ccc12	0%	1	191%[activator]	-9%	0%	5%	-1%	0%	8%	-9%	-0.1%
O=C(Nc1ncc(C(F)(F)F)cc1Cl)C1COc2ccccc2O1 (stereo unspecified)	-2%	29	6%	2%	1%	-2%	?	8%	6%	2%	-0.1%
O=C(Cc1ccc(S(=O)(=O)N2CCOCC2)s1)N1CCN(S(=O)(=O)c2cccc(Cl)c2)CC1	2%	-1	2%	-7%	1%	-38%	-4%	2%	-2%	-36%	-0.3%
O=C(CCN1CCc2ccccc2C1)c1ccc2c(c1)OCCO2	-2%	-2	-3%	2%	0%	-66%[inhibitor]	-1%	-26%	-6%	-29%	-0.4%
Cc1c(C(=O)N2CCCC2)nnn1-c1nonc1N	0%	1	2%	-1%	-4%	3%	1%	4%	1%	-1%	0.0%
OCC[C@H]1C[C@@H](O)[C@H](O)[C@@]2(CCCO2)O1	/	/	-3%	/	-3%	7%	/	/	-3%	33%	/
O=C(N/N=C/c1cc2cc3c(cc2nc1Cl)OCO3)c1ccncc1	0%	-7	27%	-21%	12%	4%	1%	2%	4%	11%	-0.1%
Cc1ccc(NC(=O)COc2ccc(/C=N/NC(=O)CSCc3ccccc3)cc2)cc1	2%	4	0%	-9%	0%	-23%	-2%	4%	/	3%	-0.1%
Cc1c(C(=O)NC2=NCCS2)oc2ccccc12	0%	9	-1%	-25%	-13%	22%	?	25%	/	-49%	0.1%
CCOC(=O)C1(Cc2cccc(Cl)c2)CCCN(C(=O)c2cc(CC)on2)C1 (stereo unspecified)	-1%	?	0%	-1%	1%	-2%	-10%	4%	1%	-5%	-0.3%
COc1ccccc1C(=O)NCC(=O)N1CCN(S(=O)(=O)c2ccccc2C(F)(F)F)CC1	1%	-2	-2%	-11%	-6%	-11%	2%	1%	0%	8%	0.1%
COC(=O)C1=C(C(=O)OC)[C@@H]2N(C)c3ccccc3[C@@]23C[C@@H](C(=O)OC)N(C(=O)COCc2ccccc2)C3=N1	-1%	5	1%	7%	-6%	39%	-7%	-3%	-13%	-15%	-0.6%
COc1cc(C2c3cc4c(cc3OC(NCCc3ccccc3)C2C)OCO4)cc(OC)c1OC (stereo unspecified)	/	/	-4%	/	-3%	0%	/	/	-14%	-79%	/
COc1ccc(/C(O)=C2/C(=O)C(=O)N(c3ccccn3)C2c2ccc(OC)c(OC)c2)cc1 (stereo unspecified)	0%	-2	0%	5%	0%	6%	2%	-2%	10%	9%	-0.1%
COc1ccc(Cl)cc1NC(=O)CN(C)C(=O)c1cc2ccccc2cc1OC	-2%	8	3%	-17%	-3%	37%	-14%	-4%	-3%	-53%	-0.2%
Cc1cc(-c2nnc(CCC(=O)N(CC3CCC3)CC3CCCO3)o2)no1 (stereo unspecified)	-1%	0	-1%	11%	-5%	-10%	?	15%	0%	3%	-1.3%
COc1ccc(OC)c(Nc2ccc(Nc3cc(OC)ccc3OC)nn2)c1	?	-1	0%	-8%	-9%	-26%	-3%	-7%	-4%	-17%	-0.2%
COc1cc([N+](=O)[O-])ccc1NC(=O)CCN1C(=O)C2C3CCC(C3)C2C1=O (stereo unspecified)	3%	-1	/	7%	-1%	-7%	-3%	8%	0%	-3%	-0.3%
CCN(CC(=O)Nc1ccc2c(c1)OCO2)Cc1nc2ccccc2c(=O)[nH]1	0%	6	-5%	-1%	-6%	1%	-7%	1%	0%	3%	-1.1%
Cc1ccc(C(=O)OCC(=O)NC2CCCCC2)s1	3%	3	0%	-8%	-1%	20%	8%	15%	8%	5%	0.1%
Cc1ccc(NC(=O)COC(=O)c2ccccc2Cl)cc1S(=O)(=O)N(C)C	3%	6	-3%	5%	-1%	2%	-3%	-5%	2%	-16%	0.0%
COC(=O)COC(=O)CC(CC(N)=O)c1ccccc1 (stereo unspecified)	1%	-1	-1%	9%	-5%	5%	-6%	0%	2%	0%[1.84 µM]	-0.8%
Cc1ccc(-c2nc3cc(N)ccc3o2)c(C)c1	-2%	7	77%[activator]	2%	-6%	24%	2.6µM*	18%	-13%	?	-0.2%
CC(=O)c1csc(COc2ccccc2)n1	2%	3	0%	2%	-4%	0%	?	14%	-1%	78%	-0.4%
COc1ccc(CCNC(=O)C23CCC(C)(C(=O)O2)C3(C)C)cc1OC (stereo unspecified)	2%	2	4%	2%	1%	-39%	6%	-4%	6%	0%	0.0%
Cc1ccccc1OCC(=O)OCC(=O)Nc1ncc(Cl)c(C)c1Cl	0%	1	-3%	20%	-6%	15%	4%	1%	6%	2%	-0.3%
Fc1cccc(Cl)c1CSc1nnc2ccccn12	-2%	3	3%	-2%	0%	5%	15%	18%	-4%	?	0.1%
O=C(Nc1ccccc1)Nc1cnccn1	1%	0	2%	-11%	-6%	2%	3%	12%	2%	7%	4.4%
N#Cc1c(-c2cccs2)nc(SCC(=O)c2cccs2)[nH]c1=O	2%	0	7%	22%	-3%	17%	4%	5%	0%	0%	-0.4%
Cc1ccc(NC(=O)c2ccc(Nc3ccccc3F)nc2)cc1	2%	22	-2%	-12%	1%	-4%	7%	?	-4%	8.9µM*	0.0%
COc1ccccc1CC(=O)N1CCN(S(=O)(=O)c2ccccc2F)CC1	-5%	/	1%	4%	-3%	-3%	1%	-3%	-4%	15%	-0.2%
